High-throughput results: PubChem BioAssay, Broad Institute
T cruzi growth = T. cruzi proliferation inhibition | T. cruzi beta-gal in NIH3T3, GalScreen luminescence, 90 h | inhibition, % at 8.34 µM | 77,000 tested, 5.9% active | AID 624255;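 active = mean inhibition above about 93%, with at least 55% of replicates each passing it, limit read from the data, passing the limit was not always enough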
KDM4C inh = blocks human GASC-1 (KDM4C) demethylase activity; Q9H3R0; GST-KDM4C 2-372, H3K9me3 peptide, LANCE TR-FRET; 96,000 tested, 0.15% active; AID 720574; inhibition, % at 12.5 µM;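 active = mean replicate inhibition above about 25%, with at least 55% of replicates also reaching it, limit read from the data, passing the limit was not always enough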
Target sequence (Q9H3R0 2-372 limits assumed): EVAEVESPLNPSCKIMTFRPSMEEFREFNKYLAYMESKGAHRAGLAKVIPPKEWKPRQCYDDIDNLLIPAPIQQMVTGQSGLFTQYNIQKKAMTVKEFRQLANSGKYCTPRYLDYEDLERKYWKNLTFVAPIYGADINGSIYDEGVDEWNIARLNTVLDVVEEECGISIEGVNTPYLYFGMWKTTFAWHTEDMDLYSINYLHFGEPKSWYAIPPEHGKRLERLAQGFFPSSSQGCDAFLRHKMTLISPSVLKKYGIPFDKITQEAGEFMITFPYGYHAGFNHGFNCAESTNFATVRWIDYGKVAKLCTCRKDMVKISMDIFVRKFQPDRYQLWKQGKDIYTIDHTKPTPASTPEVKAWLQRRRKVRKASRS
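Material: N-terminal GST-fused human GASC-1 (KDM4C) fragment, residues 2-372. Input: 10 nM enzyme. Incubation: enzyme reaction 30 min, then detection 60 min, both room temperature. Doses: one test concentration per compound. Read-out basis: inhibition from TR-FRET ratio decrease. Detection: LANCE TR-FRET, excitation 340 nm, emissions 618 and 671 nm.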
Pf Dd2 growth = blocks growth of Plasmodium falciparum Dd2 parasites; P. falciparum Dd2 growth, SYBR Green, 72 h; stronger effect = lower value; activity change, % at 10 µM; 94,000 tested, 2.3% active; in the data active = activity change below about -80%
C diff HTS = inhibitors of Clostridium difficile growth | Clostridium difficile clinical isolate growth, OD600, 24 h; stronger effect = lower value | growth activity, negative = inhibition, % at 16 µg/mL (by protocol) | 86,000 tested, 0.25% active | AID 1259249;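 active = mean growth activity at or below -80% and every replicate also at or below -80%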;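 also: 0% = DMSO wells and -100% = levofloxacin 16 µg/mL wells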
* = called active by the depositor; & = joins results of further samples. Rows were taken by chance. Share with any hit: about 6.8%.

CCCC#Cc1cnc2c(c1)C(=O)N([C@H](C)CO)C[C@@H](C)[C@@H](CN(C)Cc1ccccc1)O2 was read as T cruzi growth 43, KDM4C inh 0.5, Pf Dd2 growth -28 and C diff HTS 0.
O=C(C1CCC1)N1CC(=O)N2[C@H](CO)[C@H](c3ccc(Br)cc3)[C@@H]2C1 was read as KDM4C inh -0.7, Pf Dd2 growth -11 and C diff HTS 3.
C[C@@H]1CN([C@@H](C)CO)C(=O)c2ccccc2-c2ccccc2CO[C@@H]1CN(C)C(=O)Nc1ccnc(N2CCOCC2)c1 was read as T cruzi growth 106*, KDM4C inh 7.0, Pf Dd2 growth 14 and C diff HTS -7.
`COc1ccc(C#Cc2ccc3c(c2)[C@H]2[C@H](CCN2C(=O)C2CC2)[C@H](CO)N3)cc1` gave T cruzi growth 104*, KDM4C inh 1.8, Pf Dd2 growth -46 and C diff HTS -11.
Screening C[C@@H]1CN([C@H](C)CO)C(=O)c2ccccc2-c2ccccc2CO[C@H]1CN(C)S(=O)(=O)c1ccccc1F returned T cruzi growth 21, KDM4C inh -0.4, Pf Dd2 growth 5 and C diff HTS -6.
For C[C@H]1CN([C@@H](C)CO)C(=O)Cc2cc(NC(=O)Nc3ccc(F)cc3)ccc2O[C@H]1CN(C)C(=O)Nc1ccccc1 the results were KDM4C inh 13, Pf Dd2 growth 9 and C diff HTS 2.
For C[C@H]1CN([C@@H](C)CO)C(=O)CCCn2nncc2CO[C@H]1CN(C)C(=O)C1CCCCC1 the results were T cruzi growth -26 and Pf Dd2 growth 33.
`C[C@@H]1CN([C@H](C)CO)S(=O)(=O)c2ccc(C#CC(C)(C)O)cc2O[C@H]1CN(C)Cc1ccc(-c2ccccc2)cc1` gave T cruzi growth 121*, KDM4C inh 6.8, Pf Dd2 growth -84* and C diff HTS 15.
Screening C[C@H](O)C#Cc1cnc2c(c1)C(=O)N([C@H](C)CO)C[C@H](C)[C@@H](CN(C)CC1CCCC1)O2 returned T cruzi growth -13, KDM4C inh 0.5, Pf Dd2 growth 1 and C diff HTS 0.
`COc1ccc(NC(=O)N2C[C@@H](O)COC[C@@H]3O[C@H](CC(=O)N4CCOCC4)CC[C@H]32)cc1` gave T cruzi growth 11, KDM4C inh 0.9 and Pf Dd2 growth 3.
C[C@@H]1CN([C@@H](C)CO)C(=O)Cc2cc(NC(=O)Nc3ccccc3)ccc2O[C@@H]1CN(C)Cc1ccc(Oc2ccccc2)cc1 was read as T cruzi growth 85, KDM4C inh 0.0, Pf Dd2 growth 4 and C diff HTS 17.
For Cc1ccc(S(=O)(=O)N[C@H]2CC[C@@H](CCNC(=O)C3CCC3)O[C@H]2CO)cc1 the results were KDM4C inh -2.4, Pf Dd2 growth -7 and C diff HTS -2.
C[C@@H]1CN([C@@H](C)CO)S(=O)(=O)c2ccc(C3=CCCCC3)cc2O[C@@H]1CN(C)C(=O)CN(C)C was read as T cruzi growth 84, KDM4C inh 1.9, Pf Dd2 growth -51 and C diff HTS -1.
`CNC[C@@H]1Oc2ccc(NC(=O)NC(C)C)cc2CC(=O)N([C@@H](C)CO)C[C@H]1C` gave T cruzi growth 16, KDM4C inh 1.8, Pf Dd2 growth 4 and C diff HTS 1.
`CCC(=O)N1C[C@H](C)[C@H](OC)CN(C)C(=O)c2cc(NC(=O)Nc3ccccc3)ccc2OC[C@H]1C` gave T cruzi growth 7, KDM4C inh 1.0 and Pf Dd2 growth 18.
`C[C@H]1CN([C@@H](C)CO)C(=O)Cc2cc(NC(=O)C3CC3)ccc2O[C@@H]1CN(C)Cc1ccc(C(=O)Nc2ccccc2N)cc1` gave T cruzi growth 43, KDM4C inh 1.6, Pf Dd2 growth -39 and C diff HTS -3.
For C[C@@H]1CCCCO[C@@H](CN(C)Cc2ccc(Cl)c(Cl)c2)[C@@H](C)CN([C@H](C)CO)C(=O)c2cc(NC(=O)CCCCCC(=O)Nc3ccccc3N)ccc2O1 the results were KDM4C inh 7.3, Pf Dd2 growth -67 and C diff HTS -13.
C/C=C/c1ccc([C@H]2[C@@H](CNCC)N(c3nc(C)c(C)s3)[C@H]2CO)cc1 was read as T cruzi growth 87, KDM4C inh 1.2, Pf Dd2 growth -38 and C diff HTS 26.
For O=C(C[C@H]1CC[C@@H]2[C@H](COC[C@@H](O)CN2Cc2ccccc2)O1)N1CCOCC1 the results were T cruzi growth 58, KDM4C inh -0.9, Pf Dd2 growth 5 and C diff HTS 3&-4.
`C[C@@H]1CN([C@H](C)CO)C(=O)c2cc(N(C)C)ccc2O[C@@H](C)CCCCO[C@H]1CN(C)Cc1ccc(C(=O)O)cc1` gave T cruzi growth 57, KDM4C inh 5.8 and C diff HTS 1.

By substructure: the entries above with fluorine (2)
Screening C[C@@H]1CN([C@H](C)CO)C(=O)c2ccccc2-c2ccccc2CO[C@H]1CN(C)S(=O)(=O)c1ccccc1F returned T cruzi growth 21, KDM4C inh -0.4, Pf Dd2 growth 5 and C diff HTS -6.
For C[C@H]1CN([C@@H](C)CO)C(=O)Cc2cc(NC(=O)Nc3ccc(F)cc3)ccc2O[C@H]1CN(C)C(=O)Nc1ccccc1 the results were KDM4C inh 13, Pf Dd2 growth 9 and C diff HTS 2.

(further entries)
For Cc1ccc(S(=O)(=O)N[C@H]2CC[C@H](CCNC(=O)c3ccc4c(c3)OCO4)O[C@H]2CO)cc1 the results were T cruzi growth -62, KDM4C inh 0.1, Pf Dd2 growth -7 and C diff HTS -3.
Screening CC(=O)N1[C@@H]2c3cccc(=O)n3C[C@@H]2[C@@H](CO)[C@@H]1C(=O)NC1CCCCC1 returned T cruzi growth 7, KDM4C inh 5.3, Pf Dd2 growth -1 and C diff HTS 1.
Screening O=C(C[C@@H]1C[C@@H]2c3cc(NC(=O)Nc4ccccc4F)ccc3O[C@@H]2[C@H](CO)O1)NCC1CC1 returned T cruzi growth 37, KDM4C inh -1.1, Pf Dd2 growth 8 and C diff HTS -10.
COc1ccccc1S(=O)(=O)N[C@@H]1CC[C@@H](CCNC(=O)C2CC2)O[C@@H]1CO was read as KDM4C inh -2.2, Pf Dd2 growth -1 and C diff HTS -1.
For C[C@@H]1CN([C@H](C)CO)C(=O)c2cc(C3=CCCCC3)cnc2O[C@H]1CN(C)C(=O)Nc1ccccc1 the results were T cruzi growth 1, KDM4C inh 2.7 and C diff HTS -12.
COCCNC(=O)C[C@H]1CC[C@H]2[C@@H](COC[C@H](O)CN2S(=O)(=O)c2ccccc2C)O1 was read as T cruzi growth 9, KDM4C inh 0.0 and Pf Dd2 growth 13.
C[C@@H]1CN([C@H](C)CO)C(=O)CCCn2cc(nn2)CO[C@@H]1CN(C)Cc1ccc(C(F)(F)F)cc1 was read as T cruzi growth 37, KDM4C inh 1.1, Pf Dd2 growth -11 and C diff HTS -9.
`O=C(c1ccccn1)N1C[C@H]2[C@@H](c3ccccc31)[C@H](CO)N2C(=O)Nc1ccccc1` gave T cruzi growth 14, KDM4C inh 0.4, Pf Dd2 growth -8 and C diff HTS -2.
`COc1ccc2c3c([nH]c2c1)[C@@H](CO)N(C(=O)c1ccncc1)CC31CCN(C(=O)CC2CC2)CC1` gave KDM4C inh -0.1, Pf Dd2 growth -4 and C diff HTS 6.
For COc1ccc2c3c(n(C)c2c1)[C@@H](CO)N(C(=O)c1cnccn1)CC31CN(C(C)=O)C1 the results were KDM4C inh 0.3, Pf Dd2 growth 17 and C diff HTS -3.
`C/C=C/c1cnc2c(c1)C(=O)N([C@H](C)CO)C[C@@H](C)[C@H](CN(C)S(=O)(=O)c1ccccc1)O2` gave T cruzi growth 69, KDM4C inh -0.2, Pf Dd2 growth -12 and C diff HTS 7.
CNC[C@@H]1Oc2cc(-c3ccc(C)cc3)ccc2S(=O)(=O)N([C@@H](C)CO)C[C@H]1C was read as T cruzi growth 80, KDM4C inh 8.9, Pf Dd2 growth -74 and C diff HTS 0.
For CO[C@H]1CN(C)C(=O)c2cc(NC(=O)C3CCCC3)ccc2OC[C@@H](C)N(C)C[C@@H]1C the results were T cruzi growth -13 and KDM4C inh 3.6.
Screening C[C@@H]1CN([C@@H](C)CO)C(=O)c2cc(-c3ccccc3)cnc2O[C@H]1CN(C)Cc1ccc(C(=O)O)cc1 returned T cruzi growth -18, KDM4C inh 1.3, Pf Dd2 growth 29 and C diff HTS -5.
Screening COc1ccc(CN2C[C@@H](O)COC[C@H]3O[C@H](CC(=O)NCCN4CCCC4)CC[C@@H]32)cc1 returned T cruzi growth -10, KDM4C inh 0.3, Pf Dd2 growth 0 and C diff HTS -8&-10.
For CN1[C@@H]2c3ccc(C4=CCCCC4)c(=O)n3C[C@H]1[C@H](CO)[C@H]2C(=O)NCc1cccc(F)c1 the results were T cruzi growth -2, KDM4C inh 0.6, Pf Dd2 growth 6 and C diff HTS -1.
Cc1noc(C)c1S(=O)(=O)Nc1ccc2c(c1)C(=O)N([C@@H](C)CO)C[C@@H](C)[C@@H](CN(C)C(=O)NC1CCCCC1)OCCCC[C@@H](C)O2 was read as T cruzi growth -70, KDM4C inh -0.7, Pf Dd2 growth -48 and C diff HTS -2.
For Cc1noc(C)c1NC(=O)N(C)C[C@H]1OCc2cn(nn2)CCCC(=O)N([C@H](C)CO)C[C@@H]1C the results were T cruzi growth -9, Pf Dd2 growth 9 and C diff HTS 4.
COCC(=O)N(C)C[C@@H]1Oc2cc(-c3cccnc3)ccc2S(=O)(=O)N([C@@H](C)CO)C[C@H]1C was read as T cruzi growth -51, KDM4C inh -0.6, Pf Dd2 growth 17 and C diff HTS 0.
For C[C@H](CO)N1C[C@H](C)[C@H](CN(C)CC2CC2)OCCCC[C@H](C)Oc2ccc(NC(=O)Nc3ccc4c(c3)OCO4)cc2C1=O the results were T cruzi growth 64, Pf Dd2 growth -75 and C diff HTS 5.
`CN1C(=O)c2cc(NC(=O)c3ccc(F)cc3)ccc2OC[C@@H]2O[C@@H](CC(=O)NCC3CC3)CC[C@H]21` gave T cruzi growth -16, KDM4C inh -1.9, Pf Dd2 growth -5 and C diff HTS -4.
`COc1ccc(S(=O)(=O)N(C)C[C@@H]2OCCCC[C@@H](C)Oc3ccc(NS(=O)(=O)c4ccc(F)cc4)cc3C(=O)N([C@H](C)CO)C[C@@H]2C)cc1` gave T cruzi growth 53, KDM4C inh -1.2, Pf Dd2 growth -25 and C diff HTS 5.
`COc1cccc(-c2ccc(C3[C@@H]4CN(Cc5ccccn5)C[C@H]3N4)cc2)c1` (stereo partly drawn) gave KDM4C inh 0.2&-0.5, Pf Dd2 growth -69&-31 and C diff HTS 13&-12.
Cc1cc(C(=O)Nc2ccc3c(c2)C(=O)N(C)[C@@H]2CC[C@@H](CC(=O)NCC(F)(F)F)O[C@H]2CO3)no1 was read as T cruzi growth 22, KDM4C inh -0.3, Pf Dd2 growth -2 and C diff HTS -2.
Screening O=C(N[C@H]1C[C@@H]2O[C@@H](CO)CC[C@@H]2O[C@@H]1CCc1ccc(C#CC2CC2)cc1)c1cccc(F)c1 returned Pf Dd2 growth -64 and C diff HTS -1.
`CO[C@@H]1CN(C)C(=O)c2cc(NC(=O)C3CCCCC3)ccc2OC[C@H](C)N(Cc2cccnc2)C[C@@H]1C` gave T cruzi growth 19 and KDM4C inh -0.5.
Screening O=C(C[C@H]1CC[C@H]2[C@@H](COC[C@@H](O)CN2C(=O)Nc2cccc(Cl)c2)O1)N1CCCCC1 returned T cruzi growth 13, KDM4C inh 1.7, Pf Dd2 growth 6 and C diff HTS 25&3.
`COc1ccc(S(=O)(=O)N(C)C[C@@H]2Oc3ccc(NC(=O)CCCCCC(=O)Nc4ccccc4N)cc3CC(=O)N([C@H](C)CO)C[C@H]2C)cc1` gave T cruzi growth 2, KDM4C inh -3.5, Pf Dd2 growth -9 and C diff HTS -8.
For CO[C@@H]1CN(C)C(=O)c2cc(NS(=O)(=O)c3ccc(C)cc3)ccc2OC[C@H](C)NC[C@@H]1C the results were T cruzi growth -5, KDM4C inh -0.8 and Pf Dd2 growth 7.
Screening Cc1cccc(-c2ccc(C3[C@@H]4CN(C(=O)C5CCCC5)C[C@H]3N4)cc2)c1 (stereo partly drawn) returned KDM4C inh -5.0&0.1, Pf Dd2 growth -78&-15 and C diff HTS 58&-2.
C[C@H]1CN([C@@H](C)CO)C(=O)c2cc(C3=CCCCC3)cnc2O[C@H]1CN(C)Cc1cccnc1 was read as T cruzi growth -17, KDM4C inh 0.1, Pf Dd2 growth 26 and C diff HTS 0.
Screening C[C@@H]1CN([C@@H](C)CO)C(=O)Cc2cc(NC(=O)Cn3cnnn3)ccc2O[C@@H]1CN(C)Cc1ccccc1 returned T cruzi growth 12, KDM4C inh 1.0, Pf Dd2 growth -11 and C diff HTS -2.

Of the compounds above, two contain a Cl atom:
For C[C@@H]1CCCCO[C@@H](CN(C)Cc2ccc(Cl)c(Cl)c2)[C@@H](C)CN([C@H](C)CO)C(=O)c2cc(NC(=O)CCCCCC(=O)Nc3ccccc3N)ccc2O1 the results were KDM4C inh 7.3, Pf Dd2 growth -67 and C diff HTS -13.
Screening O=C(C[C@H]1CC[C@H]2[C@@H](COC[C@@H](O)CN2C(=O)Nc2cccc(Cl)c2)O1)N1CCCCC1 returned T cruzi growth 13, KDM4C inh 1.7, Pf Dd2 growth 6 and C diff HTS 25&3.
